USP1-UAF1 inh: inhibitors of human USP1/UAF1 deubiquitinase. Potency, µM (highest dose often 57.1 µM), for the others: at the highest dose activity change, negative = inhibition, usual class: inhibitors. actives 0.23% (n = 390,000). O94782. recombinant USP1/UAF1, Ub-Rhodamine cleavage fluorescence; also: % is scaled to controls: 0 for no effect and ±100 for the full control effect; nearly all actives have a fitted effect of over 60% in size; inactives centre near -12
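USP1/UAF1 complex at 1 nM was preincubated with compound for 15 min at room temperature, then Ub-Rho substrate (150nM final) was added. Fluorescence (480/540 nm) was read kinetically, 6 reads every 60 seconds.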
12-LOX inh: inhibitors of human 12S-lipoxygenase ALOX12; AID 1671190; P18054; purified 12hLO, xylenol orange hydroperoxide absorbance; Potency, µM (doses to about 108 µM), inactives show at the top dose activity change, negative = inhibition, most hits filed as inhibitors; actives 1.1% (n = 580,000); also: % is scaled to controls: 0 for no effect and ±100 for the full control effect
Target sequence (P18054 whole entry, looked up): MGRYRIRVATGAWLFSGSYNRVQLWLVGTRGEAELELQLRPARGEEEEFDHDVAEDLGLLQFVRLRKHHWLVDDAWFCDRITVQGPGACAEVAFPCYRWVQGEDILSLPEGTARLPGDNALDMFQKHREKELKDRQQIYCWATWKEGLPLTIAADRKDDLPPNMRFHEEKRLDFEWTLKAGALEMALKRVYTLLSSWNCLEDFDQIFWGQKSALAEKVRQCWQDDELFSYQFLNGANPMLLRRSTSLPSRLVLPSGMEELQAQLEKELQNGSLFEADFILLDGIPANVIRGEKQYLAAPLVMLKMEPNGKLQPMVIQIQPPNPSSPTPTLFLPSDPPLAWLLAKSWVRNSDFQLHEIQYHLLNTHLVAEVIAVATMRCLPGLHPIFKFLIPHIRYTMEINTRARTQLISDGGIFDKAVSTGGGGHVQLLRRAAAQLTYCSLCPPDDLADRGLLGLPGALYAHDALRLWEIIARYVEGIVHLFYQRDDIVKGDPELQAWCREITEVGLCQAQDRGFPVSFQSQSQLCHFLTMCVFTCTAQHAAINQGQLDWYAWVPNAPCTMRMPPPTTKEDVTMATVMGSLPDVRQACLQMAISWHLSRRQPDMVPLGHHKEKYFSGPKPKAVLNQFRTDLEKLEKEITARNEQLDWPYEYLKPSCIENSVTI
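Purified human 12hLO at 150 nM in 25 mM Hepes, 0.01% Triton X-100, pH 7.0, preincubated 15 min at room temperature with compound. Reaction started with 40 uM arachidonic acid, 30 min at room temperature. Hydroperoxide measured by Fe-xylenol orange, 573/405 nm absorbance ratio.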
Vif-A3G inh: inhibitors of Vif-APOBEC3G interaction | HeLa A3G-eYFP + Vif (tagged APOBEC3G with the HIV-1 protein that degrades it), YFP fluorescence, overnight | Potency, µM (highest dose often 46.1 µM), for inactives: at the highest dose activity, negative = active, hits mostly inhibitors | actives 0.076% (n = 410,000) | AID 602310;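 also: % is scaled to controls: 0 for no effect and ±100 for the full control effect; nearly all actives have a fitted effect of over 60% in size; hits raise eYFP signal because A3G escapes Vif-driven loss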
Target sequence (Q9HC16 whole entry, looked up): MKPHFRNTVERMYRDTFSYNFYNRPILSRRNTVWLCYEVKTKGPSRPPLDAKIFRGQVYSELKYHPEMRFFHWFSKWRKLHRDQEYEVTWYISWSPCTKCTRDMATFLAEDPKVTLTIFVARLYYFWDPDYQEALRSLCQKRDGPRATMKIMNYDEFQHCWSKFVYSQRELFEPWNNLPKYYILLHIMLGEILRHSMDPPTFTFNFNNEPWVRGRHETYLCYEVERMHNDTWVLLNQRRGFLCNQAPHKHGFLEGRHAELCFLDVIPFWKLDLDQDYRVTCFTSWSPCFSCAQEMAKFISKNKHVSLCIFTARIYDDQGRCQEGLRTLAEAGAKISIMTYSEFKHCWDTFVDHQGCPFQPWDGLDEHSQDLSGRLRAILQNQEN
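Read-out is eYFP fluorescence (Ex 488/Em 500-530) from Vif-expressing HeLa A3G-eYFP cells; more signal means A3G escaped Vif-mediated degradation. Cells plated overnight, compound pinned in, incubated overnight at 37 deg C.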
TrxR1 substrate: rat thioredoxin reductase 1 substrate activity; O89049; purified TrxR1 substrate turnover, NADPH consumption readout; Potency, µM (highest dose often 114 µM), inactives show top-dose activity change, negative = substrate turnover; actives 0.01% (n = 390,000); also: % is scaled to controls: 0 for no effect and ±100 for the full control effect; nearly all actives have a fitted effect of over 50% in size
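Rat TrxR1, dispensed at 90 nM, was prereduced with 400 uM NADPH (final) for 5 min at ~22 deg C, then incubated with compound 15 min before 400 uM selenite. A first-read NADPH fluorescence drop versus no-compound background flagged substrates.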
Vif-A3F inh: Vif-A3F binding inhibition. HeLa A3F-eYFP + Vif (tagged APOBEC3F with the HIV-1 protein that degrades it), YFP fluorescence increase. actives 0.2% (n = 390,000). Potency, µM (series often up to 46.1 µM), inactives show at the top dose activity, negative = active; also: % of control where 0% means no effect; nearly all actives have a fitted effect of over 65% in size
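HeLa cells stably expressing Vif plus C-terminally eYFP-tagged A3F were seeded, incubated overnight at 37 deg C, dosed with compound, incubated overnight again at 37 deg C. Yellow fluorescence (Ex 488/Em 500-530) reported blocked Vif-mediated A3F-eYFP degradation.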
mIDH1 inhibitor: blocks human mutant IDH1 R132H enzyme | O75874 | IDH1-R132H enzyme, NADPH consumption, diaphorase/resazurin fluorescence | Potency, µM (series often up to 76.6 µM), for inactives: top-dose activity change, negative = inhibition, usual class: inhibitors | actives 0.093% (n = 390,000); also: % is scaled to controls: 0 for no effect and ±100 for the full control effect; nearly all actives have a fitted effect of over 65% in size
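IDH1-R132H (0.5 ug/mL dispensed) in pH 7.5 Tris buffer was preincubated 30 min with compound, then given a substrate mix of 0.016 mM NADPH and 2 mM alpha-KG for 80 min at room temperature; remaining NADPH was read by diaphorase/resazurin fluorescence.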
RGS4 inh: blocks human RGS4-accelerated GTP hydrolysis; P49798; Transcreener GDP fluorescence polarization, RGS4-accelerated GTP hydrolysis; Potency, µM (titrated, usually from 114 µM), for inactives: at the top dose activity change, negative = inhibition, actives largely listed as inhibitors; actives 0.039% (n = 390,000); also: % is scaled to controls: 0 for no effect and ±100 for the full control effect; nearly all actives have a fitted effect of over 75% in size; some results filed as inactive show a strong effect at the top dose
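MLSMR compounds (23 nl, pin-transferred) preincubated 10 min at room temperature with a 500nM (2x) first reagent, then RGS4 at 900nM (2x) plus Transcreener GDP mix added; fluorescence polarization (620/688 nm) read before and after 90 min at 30 °C.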
rTrxR1 inhibitor: rat TrxR1 inhibition. O89049. recombinant rTrxR1, NADPH fluorescence consumption, selenite substrate. Potency, µM (top dose mostly 114 µM), inactives show at the highest dose activity change, negative = inhibition, hits mostly inhibitors. actives 1% (n = 390,000). AID 588453; also: % is scaled to controls: 0 for no effect and ±100 for the full control effect; nearly all actives have a fitted effect of over 65% in size
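Rat TrxR1 (90 nM in the dispensed reagent) was pre-reduced with 400 uM NADPH for 5 min at room temperature, then incubated with compound for 15 min. After 400 uM selenite was added, NADPH fluorescence (Ex 340/Em 450 nm) was followed for 8 min.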
RXFP1 ag: RXFP1 (human) receptor agonism; Q9HBX9; HEK293T-RXFP1 cAMP TR-FRET, 30 min; response scale: percent of porcine relaxin response, buffer zero; Potency, µM (highest dose often 57.5 µM), without a hit: top-dose activation, most hits filed as activators; actives 0.3% (n = 370,000); AID 2676; also: % is scaled to controls: 0 for no effect and ±100 for the full control effect; nearly all actives have a fitted effect of over 60% in size; many of its hits are not listed in these tables
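Agonist response is measured as cAMP accumulation in an RXFP1-transfected HEK293T line under PDE4 inhibition. Values are scaled between buffer-only and 29 nM porcine relaxin, and EC50s come from standard Hill equation fits.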
* marks the source's active call; other numbers are inactive results; u = inconclusive; x = no result given; [ ] = another dose, or the depositor's remark. Calls follow the shape of the dose curve; as a rule, active = well fitted curve in the direction sought with a large enough effect; inconclusive = small, poorly fitted or top-dose-only effect, or another doubt; inactive = no such curve, though single readings can be large; an effect the other way counts as inactive or inconclusive. Potency is read from the fitted curve at half-maximal effect. Only part of the results is shown; the hit share may differ from the screen's.

Values in the order – rTrxR1 inhibitor	RXFP1 ag	RGS4 inh	TrxR1 substrate	USP1-UAF1 inh	Vif-A3F inh	Vif-A3G inh	12-LOX inh	mIDH1 inhibitor
Cc1ccc2[nH]c(=O)c3cc(C(=O)NC4CCC(C)CC4)sc3c2c1 (stereo not given)
 : 25%	1.7%	11%	15%	-13%	-6%	-8%	-16%	-10%
COCCCNC(=O)C(F)(F)C(F)(F)C(=O)NCCCOC
 : 35%	-0.7%	13%	17%	-2%	-9%	2%	1%	-1%
Cc1ccc(S(=O)(=O)N2CCN(C3CC(=O)N(c4ccc(F)cc4)C3=O)CC2)cc1C (stereo not given)
 : 11%	x	7%	-4%	-6%	-3%	2%	u	12%
COc1ccc2c(c1)Cc1sc(NC(=O)c3ccco3)nc1-2
 : -3%[57.1 µM]	-1.1%	-41%	-5%	u	4%	1%	7%	2%
O=C(Cn1cnnn1)OCC(=O)c1ccc(Cl)s1
 : u	17%	-17%	3%	-10%	-5%	-3%	u	6%
O=C(/C=C/c1ccc2c(c1)OCO2)c1ccco1
 : u	-1.5%	-26%	-10%	-7%	2%	-13%	u	1%
CC(C)Cc1nnc(NS(=O)(=O)c2ccc([N+](=O)[O-])cc2)s1
 : 8%[57.1 µM]	-0.6%	-25%	-11%	-15%	10%	0%	-4%	12%
Cc1ccc(CC(=O)NCc2nc(-c3ccccc3)no2)cc1
 : 22%	3.7%	12%	8%	1%	6%	2%	-14%	-2%
OC(CNCc1ccco1)Cn1c2ccc(Br)cc2c2cc(Br)ccc21 (stereo not given)
 : -1%	2.9%	16%	4%	u	-10%	-4%	6.3µM*	1%
CCOc1ccc(NC(=O)c2cc(C)nc3c2c(C)nn3-c2ccc(C)cc2)cc1
 : 7%	0.8%	-6%	0%	-13%	7%	-2%	-10%	10%
CC(=O)c1cccc(NC(=O)[C@@H](NC(N)=O)C(C)C)c1
 : 12%[57.1 µM]	0.9%	-10%	7%[57.1 µM]	-23%	-6%	0%	0%	0%
CCCn1c(NC(=O)CN2C(=O)NC3(CCCC3)C2=O)nc2ccccc21
 : 0%	1.0%	-34%	-4%	-20%	2%	2%	6%	8%
O=C(Cn1cnc2c(nnn2Cc2ccc(F)cc2)c1=O)NCc1ccc2c(c1)OCO2
 : -7%	1.9%	5%	-9%	0%	4%	-9%	-26%	5%
COc1ccc(C(=O)COC(=O)CCN2C(=O)C3C4CC(C(Br)C4Br)C3C2=O)cc1 (stereo not given)
 : 23%[57.1 µM]	1.5%	-30%	17%[57.1 µM]	-18%	0%	0%	-4%	12%
COc1ccc(CNc2nc(=S)[nH]c3cc(OC)c(OC)cc23)cc1
 : -22%	13%	-31%	-7%	-25%	-9%	-4%	0%	-1%
CCOC(=O)c1c(NS(C)(=O)=O)sc2c1CCC(C)C2 (stereo not given)
 : -4%[57.1 µM]	3.0%	-35%	-9%	-15%	9%	-2%	62%	3%
CCN(Cc1ccccc1)S(=O)(=O)c1cc(C(=O)O)ccc1OC
 : 8%[57.1 µM]	-3.5%	16%	3%[57.1 µM]	-18%	14%	3%	-1%	1%
CC(c1ccc(Br)cc1)N1CC23C=CC(O2)C(C(=O)O)C3C1=O (stereo not given)
 : 9%[57.1 µM]	0.2%	0%	10%[57.1 µM]	-10%	2%	0%	366%[activator]	-2%
C=CCn1c(CCC(O)COCCC)n[nH]c1=S (stereo not given)
 : -12%[57.1 µM]	5.3%	13%	0%[57.1 µM]	-8%	-4%	-1%	u	0%
CCC(CO)NCc1ccc(OC2CCCC2)cc1 (stereo not given)
 : 4%	-0.3%	-9%	-3%	-6%	-2%	1%	0%	5%
CC(C)(CO)NS(=O)(=O)c1ccc2c(c1)C(=O)c1cc(S(=O)(=O)NC(C)(C)CO)ccc1-2
 : 7%	0.7%	0%	-4%	-16%	1%	-1%	4%	-3%
N=c1c(C(=O)NCC2CCCO2)cc2c(=O)n3ccccc3nc2n1Cc1cccnc1 (stereo not given)
 : u	17%	-50%	x	u	-16%	0%	u	1%
Cc1cc2oc(=O)cc(CN(C)Cc3ccc(OC(F)F)cc3)c2cc1Cl
 : -1%	3.0%	-24%	-1%	-15%	13%	0%	u	14%
C/C(=N\Nc1ccc(C(=O)O)cc1)c1ccc(Cl)s1
 : 5%	-0.1%	-14%	-7%	u	7%	-7%	-8%	0%
COCCn1c(C)cc(O)c(C(c2ccccc2)N2CCN(c3ccc(F)cc3)CC2)c1=O (stereo not given)
 : u	0.6%	-14%	7%[57.1 µM]	-23%	0%	-2%	-20%	15%
Cc1cc(NC(=O)c2ccc(Cl)cc2)cc(C)c1OCC(=O)N1CCOCC1
 : 1%	0.2%	-3%	0%	3%	-4%	-4%	-3%	3%
CC(C)c1nn2c(=O)cc(COC(=O)c3ccco3)nc2s1
 : 14%[57.1 µM]	11%	-16%	3%[57.1 µM]	-22%	1%	4%	-23%	0%
CC(C)(C)n1nnnc1C(c1cccc(C#N)c1)N1CCCCCC1 (stereo not given)
 : -8%	2.0%	-4%	-8%[57.1 µM]	-3%	-7%	1%	-14%	-10%
O=C1C(Cl)=C(NCC2CCCO2)C(=O)N1C1CCCCC1 (stereo not given)
 : -7%	1.0%	-25%	1%	-21%	x	-4%	u	-5%
CC[C@]1(C(=O)OC)[C@H]2C(=O)N(Cc3ccccc3)C(=O)[C@H]2[C@H]2CN=C(SCc3ccc(C#N)cc3)N21
 : 21%	x	-4%	-4%	-30%	4%	0%	-16%	-6%[38.3 µM]

Gathered by group, those above containing a cyano group (two)
Values in the order – rTrxR1 inhibitor	RXFP1 ag	RGS4 inh	TrxR1 substrate	USP1-UAF1 inh	Vif-A3F inh	Vif-A3G inh	12-LOX inh	mIDH1 inhibitor
CC(C)(C)n1nnnc1C(c1cccc(C#N)c1)N1CCCCCC1 (stereo not given)
 : -8%	2.0%	-4%	-8%[57.1 µM]	-3%	-7%	1%	-14%	-10%
CC[C@]1(C(=O)OC)[C@H]2C(=O)N(Cc3ccccc3)C(=O)[C@H]2[C@H]2CN=C(SCc3ccc(C#N)cc3)N21
 : 21%	x	-4%	-4%	-30%	4%	0%	-16%	-6%[38.3 µM]

New compounds follow.
Values in the order – rTrxR1 inhibitor	RXFP1 ag	RGS4 inh	TrxR1 substrate	USP1-UAF1 inh	Vif-A3F inh	Vif-A3G inh	12-LOX inh	mIDH1 inhibitor
C=C(C)Cn1c(C(C)NC(=O)CCC)nc2ccccc21 (stereo not given)
 : -3%[57.1 µM]	-1.1%	-9%	13%[57.1 µM]	-13%	3%	-1%	0%	11%
COC(=O)c1c(C)oc2ccc(N(C(=O)c3ccncc3)S(=O)(=O)c3cc(C)c(C)cc3C)cc12
 : 9%	0.5%	0%	6%	9%	-1%	-2%	-26%	-9%
O=C(NN=C1CCCCCC1)c1ccc2c(c1)OCO2
 : 9%	0.8%	-6%	1%	-22%	-8%	-11%	14%	-7%
CN1C(=O)N(C)c2ccc(Br)c3cccc1c23
 : 26%	5.8%	u	2%	-12%	0%	-2%	1%	7%
c1nnc(NC2=NCCC2)s1
 : 2%	-1.8%	6%	-5%	-6%	6%	2%	-1%	-3%
CC1CC(=O)N(CC(=O)Nc2ccc3c(c2)OCO3)c2ccccc2S1 (stereo not given)
 : 0%	0.6%	17%	-7%	-12%	-14%	2%	15%	4%
CN(Cc1ccccc1)C(=O)CCC1CCN(C(=O)c2ccco2)CC1
 : x	x	x	x	-23%	-1%	-4%	-14%	-1%
COCC(=O)N1c2nc(C(C)C)nn2C2(CCCCC2)[C@@H]2CCCC[C@@H]21
 : 4%	-1.5%	-9%	0%	-26%	1%	7%	-20%	4%
CCCC1(c2ccccc2)NC(=O)N(CC(=O)Nc2ccc(N3CCOCC3)cc2)C1=O (stereo not given)
 : 12%	x	-10%	9%	-23%	2%	0%	4%	7%
CSc1oc(-c2ccccc2)nc1C(N)=O
 : 20%	9.5%	7%	19%	-3%	-2%	0%	-22%	1%
CCOC(=O)c1sc2ncn(CC(=O)Nc3ccc(C)cc3Br)c(=O)c2c1C
 : 1%	0.6%	17%	-8%	-2%	-6%	-3%	-14%	-10%
CC(CN1CCCCC1)OC(=O)Cc1ccc(Cl)cc1 (stereo not given)
 : 0%	-0.4%	-5%	-1%	6%	0%	-1%	11%	-5%
CCN1CCN(c2ncc(C(=O)Nc3c(F)cc(F)cc3Br)c3ccccc23)CC1
 : -20%	1.0%	-19%	-9%	-18%	4%	3%	u	5%
Cc1c(O)nc(SCC(=O)Nc2ccc(Cl)cc2Cl)n(-c2ccc(F)cc2)c1=O
 : 24%	0.2%	18%	8%	-16%	5%	-1%	-20%	0%
CCCCCCCCNc1ncnc2ccccc12
 : u	-1.8%	4%	-17%[57.1 µM]	-17%	-12%	-1%	x	-6%
CCOC(=O)N1CCN(c2nc3c(C)cccn3c(=O)c2C=O)CC1
 : u	u	-33%	0%	-3%	-21%	0%	0%	2%
COc1ccc(NC(=O)c2cc(-c3cccs3)on2)cc1OC
 : 8%	3.3%	14%	15%	0%	-2%	2%	0%	4%
CC(=O)c1ccc(S(=O)(=O)N2CCC(c3nc4ccccc4[nH]3)CC2)cc1
 : 7%	-1.0%	-19%	0%	-20%	-3%	0%	28%	3%

Compound activity deposited in PubChem BioAssay by National Center for Advancing Translational Sciences (NCATS).
